Htt clearance: compounds clearing mutant huntingtin protein. HeLa Exon1htt(103Q)mCFP, aggregate imaging; zero = plate's median compound well. inhibition, % at 1.5 µM. 47,000 compounds, 0.42% hits. AID 853;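 active = inhibition of aggregate fluorescence above about 70%, also judged a hit by eye on the cell image, limit read from the data, passing the limit was not always enough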;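 also: cells exposed to compound for three days before fixation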
Htt clearance grain fraction: second read-out of Htt clearance, no call of its own (marks repeat the call); fraction fluorescence in grains; measured here: aggregate grain fluorescence fraction; stronger effect = lower value;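 scaled fraction of total cell fluorescence in grains with unit not stated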
* hit, by the source's call. These rows are one share of the data (hit frequency here may not be typical).

Order of values: Htt clearance, Htt clearance grain fraction
CC1CN(Cc2nc3c(c(=O)[nH]c(=O)n3C)n2CCCc2ccccc2)CC(C)O1 (stereo not drawn)
  -19.3, 24
CCn1c(NC(=O)c2cccs2)c(-c2cccs2)c(=O)c2ccccc21
  -77.6, 34.8
CC(Oc1ccc(C(=O)NC2CCCCC2)cc1)C(=O)O (stereo not drawn)
  -7.8, 20.9
Cc1ccc(CN2CCN(CC(=O)NC(C)CCc3ccccc3)C2=O)cc1 (stereo not drawn)
  69.2, 12.6
CC(=O)Nc1ccc(C(=O)N2CCCC2)cc1
  -9.0, 47.3
CCn1cc(C(=O)OCC(=O)Nc2c(C)n(C)n(-c3ccccc3)c2=O)c(=O)c2ccc(C)nc21
  -13.9, 23.3
C[n+]1ccc(/C=C/c2ccc(Br)cc2)cc1
  -54.5, 58.2
O=C(Cc1ccccc1)NCCSCc1ccco1
  35.5, 24.5
COCCNC(=O)c1ccccc1-c1nc(-c2ccccc2OC)no1
  -38.4, 23
CN(C)C(=O)c1c2c(nc3ccccc13)-c1ccccc1CC2
  -59.1, 53.2
O=C(Nc1ccc(N2CCCCC2)c(C(=O)O)c1)c1ccco1
  22.9, 14.3
COc1ccc(C2CC(c3cccc(C)c3)n3ncnc3N2)cc1 (stereo not drawn)
  -37.9, 46
CC(=O)Nc1ccc(S(=O)(=O)Nc2ccc(N3CCOCC3)cc2)cc1
  -51.9, 52.6
CCN=C1SC(C(N)=O)CC(=O)N1CC (stereo not drawn)
  -10.5, 44.5
CC(C)(C)c1ccc(C(=O)CSc2ncn[nH]2)cc1
  -6.9, 39.9
CCOC(=O)CSc1nnc(-c2cccc(Br)c2)o1
  -22.7, 49.7
CN1CCc2nc(SCCOc3ccccc3)c(C#N)cc2C1
  32.5, 14.4
Cc1c(=O)n(OCc2c(F)cccc2F)c2ccccc2[n+]1[O-]
  -233.4, 63.6
O=c1[nH]nc(Sc2ncnc3sccc23)n1CCc1ccccc1
  -25.9, 22.7
Nc1nnnn1/N=C/c1cccs1
  18.7, 28.5
Cn1c(CO)cnc1SCc1ccc(Cl)cc1
  62.5, 14.4
O=C(Nc1sc2c(c1C(=O)NC1CC1)CCCCCC2)c1ccco1
  26.5, 15.1
CC1=C(C#N)C(NC(=O)c2ccco2)(C(F)(F)F)C(=O)N1 (stereo not drawn)
  38.2, 12.4
COc1ccc(CCN(Cc2cc3cc(C)cc(C)c3nc2Cl)C(=O)C2CC2)cc1
  -5.7, 35.3
COc1cccc(OCCN2CCN(c3ncnc4c3cnn4-c3ccccc3)CC2)c1
  11.7, 27.9
Cc1ccc(C)c2[nH]c(=O)c(CCNC(=O)c3ccc(S(=O)(=O)N(C)C)cc3)cc12
  -80.0, 60.1
C=CCn1c(Cc2cccs2)nnc1SCC(=O)c1ccc(F)cc1
  13.1, 31.6
Cc1ccc(S(=O)(=O)N2CCCN(S(=O)(=O)C3CCS(=O)(=O)C3)CC2)cc1 (stereo not drawn)
  4.1, 18.5
CCOC(=O)COc1ccc2cc(C(=O)OCC)c(=O)oc2c1
  -0.6, 41
COC(CNC(=O)C1CC(=O)N(CCc2ccccc2)C1)OC (stereo not drawn)
  -27.1, 25.2
O=C(Nc1cc(S(=O)(=O)N2CCCC2)ccc1Cl)C1=COCCO1
  -10.5, 22.2
COc1ccc(CCn2c(N3CCN(Cc4ccccc4)CC3)nc3c2c(=O)[nH]c(=O)n3C)cc1
  21.8, 33
Cc1ccc(S(=O)(=O)N2CCN(C(=O)c3cc4c(C)nn(-c5ccccc5)c4s3)CC2)cc1
  5.0, 29.2
Cc1ccccc1C(=O)Nc1ccccc1C(=O)NCc1ccccc1
  -20.6, 36.7
CC1CN(C(=O)c2scc3c2OCCO3)CC(C)O1 (stereo not drawn)
  -67.5, 31.9
COc1cccc2c(=O)c3c(cnn3C)n(C)c12
  36.9, 12.7
CCN1CC2=C(OC(N)=C(C#N)C2c2cccs2)/C(=C/c2cccs2)C1 (stereo not drawn)
  -40.5, 24.6
COc1ccc2c(c1)c(=O)oc1cc(OCC(=O)N3CCCC(C)C3)ccc12 (stereo not drawn)
  -72.8, 34
COc1cc(NC(=O)c2ccccc2Cl)c(OC)cc1NC(=O)CN1CCOCC1
  -17.5, 21.4
CCOc1ccc(OCCOc2ncnc3ccccc23)cc1
  33.3, 25.1
COc1ccc(S(=O)(=O)N(CC(=O)NCC2CCCO2)c2ccccc2)cc1OC (stereo not drawn)
  -58.6, 33
CS(=O)(=O)N(CC(=O)NCCSCc1cccc(Cl)c1)c1ccc2c(c1)OCO2
  40.3, 11.3
O=C(C1CCCN1S(=O)(=O)c1ccc(Cl)c(Cl)c1)N1CCCCC1 (stereo not drawn)
  -5.8, 39.2
CSc1nnc(-c2ccccc2)o1
  66.0, 12.3
CC1CCN(CCCNC(=O)c2ccc(CSCc3cccc(Cl)c3)o2)CC1
  -64.6, 26.4
Cc1cc(N2CCCCC2)n2nc(C)c(-c3ccccc3)c2n1
  -4.5, 34.7
c1ccc2c(c1)[nH]c1c(N3CCCC3)ncnc12
  -17.8, 21.1
Cc1nn(Cc2ccccc2)c(C)c1NC(=O)c1cc(-c2cccs2)on1
  18.9, 14.1
COc1ccccc1N1CCN(C(=O)c2cc(-c3ccc4c(c3)OCO4)on2)CC1
  14.1, 34.9
O=C(c1ccco1)N1CCN(C(=O)c2nn3cccnc3c2Cl)CC1
  42.0, 21.8

Other entries follow.
Order of values: Htt clearance, Htt clearance grain fraction
CCOc1ccc(/C(O)=C2/C(=O)C(=O)N(CC3CCCO3)C2c2ccco2)cc1 (stereo not drawn)
  -122.8, 41.8
O=C(Nc1cnccn1)c1cccc(C(F)(F)F)c1
  14.9, 16.1
CC(C)C(=O)Nc1cccc(S(=O)(=O)c2cccc(NC(=O)C(C)C)c2)c1
  -5.9, 21.2
Cc1ccc(Cn2cccc2C2=NC(C)CO2)cc1 (stereo not drawn)
  28.0, 15.2
COc1ccccc1-c1c(C)c(C)nc(N)c1C#N
  8.0, 32.2
O=C(c1ccccc1)N1CC(COc2ccccc2)OC(c2cccnc2)O1 (stereo not drawn)
  6.9, 33.8
O=C(NCCc1ccncc1)Nc1ccccc1
  13.3, 17.1
Cc1nnc(SCC(=O)OC2CC(C)CCC2C(C)C)[nH]c1=O (stereo not drawn)
  6.0, 18.9
CCOC(=O)Cc1csc(NC(=O)CCN2C(=O)c3ccccc3C2=O)n1
  22.4, 33.2
Cc1ccc(-c2nn(-c3ccccc3)cc2/C=N/NC(=O)c2ccc3c(c2)OCO3)cc1
  -12.7, 34
CCN1C(=O)C2C(c3ccccc3F)NC(Cc3ccc(O)cc3)(C(=O)OC)C2C1=O (stereo not drawn)
  -16.3, 40
O=C(Nc1nnc(C23CC4CC(CC(C4)C2)C3)s1)c1ccco1
  -17.4, 20.9
O=C(CCCn1c(=O)[nH]c2ccccc2c1=O)NC1CCCCCC1
  -73.8, 59.1
COc1ccc(NC(=O)CSc2nnc(-c3ccccc3C)n2N)cc1OC
  -15.2, 41.6
COc1ccc(-n2c(CNC(=O)c3cc(OC)c(OC)c(OC)c3)n[nH]c2=S)cc1
  -14.2, 42.1
O=C(O)CSc1nnc(CNc2ccc(Cl)cc2)n1Cc1ccccc1
  26.2, 16.3
CCOc1ccc(OCCOCCN2CCOCC2)cc1
  18.9, 14.4
O=c1cc(CN2CCN(c3ccc(F)cc3)CC2)c2cc3c(cc2o1)CCCC3
  -37.8, 59.8
COc1cc2c(cc1NC(=O)c1cccnc1)CCCC2
  35.4, 24.8
CCCN1/C(=C(/C#N)C2=NS(=O)(=O)c3ccccc32)N(C)c2ccccc21
  37.4, 22.6
Cc1nc(NS(=O)(=O)c2ccccc2C)c2c3c(sc2n1)CCC3
  21.5, 31.4
Cc1oc2c(C)c3oc(=O)c4c(c3cc2c1C)CCC4
  43.6, 9.5
CCOc1cc(C(N)=O)cc(OCC)c1OCC
  53.5, 7.71
O=C(c1cccc(F)c1)N1C2C=CC(C2)C1(C(F)(F)F)C(F)(F)F (stereo not drawn)
  -9.3, 40.1
CCN(CC)CCCN(C(C)=O)c1nc(-c2cc(OC)ccc2OC)cs1
  33.4, 24
CSCCC(NS(=O)(=O)c1ccc(Cl)cc1)C(=O)OCC(=O)N1CCOCC1 (stereo not drawn)
  57.6, 8.11
O=C(Cc1cccs1)Nc1nnc(SCC(=O)N2CCCCC2)s1
  24.2, 27.5
O=C(NC1CCCCCC1)C1CCCN(S(=O)(=O)c2cccs2)C1 (stereo not drawn)
  18.2, 36.1
O=C(CN1CCC(n2nnc3cc(F)ccc32)CC1)NCCc1ccccc1
  -23.3, 22
CCC(Sc1nnnn1-c1ccccc1)C(=O)NC(C)c1ccccc1 (stereo not drawn)
  71.2*, 4.65*

Of the compounds above, 3 have a CF3 group:
Order of values: Htt clearance, Htt clearance grain fraction
CC1=C(C#N)C(NC(=O)c2ccco2)(C(F)(F)F)C(=O)N1 (stereo not drawn)
  38.2, 12.4
O=C(Nc1cnccn1)c1cccc(C(F)(F)F)c1
  14.9, 16.1
O=C(c1cccc(F)c1)N1C2C=CC(C2)C1(C(F)(F)F)C(F)(F)F (stereo not drawn)
  -9.3, 40.1

Additional results.
Order of values: Htt clearance, Htt clearance grain fraction
Cn1ncc(Br)c1C(=O)OCC(=O)Nc1nc(-c2ccccc2)cs1
  61.3, 7.51
O=C(CCn1nc(-c2ccc(Cl)cc2)c2ccccc2c1=O)NCCN1CCOCC1
  35.7, 27.9
COc1cccc(C2C(C#N)=C(N)OC3=C2C(=O)CCC3)c1OC(=O)c1ccco1 (stereo not drawn)
  -6.3, 20.3
COC(=O)c1sc(N2C(=O)c3oc4ccccc4c(=O)c3C2c2cccs2)nc1C (stereo not drawn)
  -46.0, 24.2
O=C1CC(N2CCN(c3cccc(C(F)(F)F)c3)CC2)C(=O)N1c1ccc(F)cc1 (stereo not drawn)
  61.7, 7.91
Cc1nn2cc(-c3ccc(N)cc3)nc2s1
  25.1, 30.4
O=C(c1cccs1)N1CCN(C(=O)C(c2ccccc2)c2ccccc2)CC1
  19.5, 32.4
Cc1ccc(S(=O)(=O)N2CCC(C(=O)NCCCOC(C)C)CC2)cc1
  12.8, 32.8
CCCCNC(=S)NNC(=O)c1csc(C)c1
  -24.0, 22.6
Cc1onc(-c2ccccc2)c1C(=O)Nc1ccc(S(=O)(=O)NC2=NCCCCC2)cc1
  27.8, 29.1
O=C1NC2(CCCCC2)N=C1c1ccccc1
  17.4, 29
Cc1cc(=O)oc2cc(OCC(=O)N3CCOCC3)ccc12
  16.6, 16.7
Cc1cccc(N2CCN(Cc3c(C)n(C)n(-c4ccccc4)c3=O)CC2)c1C
  -51.1, 25.7
COc1cccc2cc(C(=O)N3C(C)CCCC3C)c(=O)oc12 (stereo not drawn)
  -83.6, 34.4
CCCn1c(=S)[nH]c2cc(C(=O)N3CCCC(C(=O)OCC)C3)ccc2c1=O (stereo not drawn)
  9.0, 33.7
Cc1cccc(-n2c(N)cc(=O)nc2SCC(=O)NC2CCCCC2)c1
  -33.5, 22.4
O=C(NCCCN1CCCC1=O)c1ccc2c(c1)OCO2
  -2.0, 47.2
COC(=O)C(C)Sc1ccc2nnc(-c3ccc(F)cc3)n2n1 (stereo not drawn)
  40.8, 20.2
CSc1nsc(SC)c1NC(=O)OCCc1ccccn1
  15.2, 14.1
CCOC(=O)N1CCN(C(=O)CN(c2ccc3c(c2)OCO3)S(C)(=O)=O)CC1
  -26.8, 22.6
CCCOc1ccc(C2C(=O)N(C3CCCCC3)CC(=O)N2C2CC2)cc1OC (stereo not drawn)
  27.2, 15.9
O=C1c2ccccc2C(=O)N1CCCc1nc2ccccc2c(=O)n1CCCn1ccnc1
  -54.9, 33.9
C[C@@H]1C[C@H](Nc2ccccc2)c2ccccc2N1C(=O)c1cccnc1
  -66.9, 32.3
CN(C(=O)c1cccc(C#N)c1)c1nnc(-c2ccccn2)s1
  10.9, 37.8
COc1cccc(C(C(=O)NC2CCCC2)N(Cc2ccccc2OC)C(=O)c2ccco2)c1 (stereo not drawn)
  63.9, 6.34
CCOc1ccc2nnnn2n1
  43.6, 22.3
CN1CCNC(=O)C1CC(=O)O (stereo not drawn)
  10.0, 18.6
CN(C)CCNc1oc(-c2ccccc2F)nc1C#N
  -186.5, 95.7
CN(Cc1ccccc1)C(=O)CN(Cc1ccccc1)S(C)(=O)=O
  -32.7, 25.5
CCOc1ccc(CC(=O)NNC(=S)Nc2ccccc2)cc1Br
  42.3, 13.6
Cc1cc2c(c(=O)o1)C(C(C)C)C(C#N)=C(N)O2 (stereo not drawn)
  62.6, 13.7
CCC(C(=O)Nc1nccs1)(C(F)(F)F)C(F)(F)F
  19.5, 34.5
COc1ccc(C(=O)OCC(=O)Nc2cc(C)on2)cc1S(=O)(=O)N1CCOCC1
  -16.2, 48.9
Cc1nc(C)n(CC(O)COc2ccc3cc(Br)ccc3c2)n1 (stereo not drawn)
  1.0, 16.3
O=C(c1cccs1)N1CCCC(c2ccccc2)C1 (stereo not drawn)
  -34.3, 24.9
Cc1ccc(C)c(OCC(=O)NCCNC(=O)COc2cc(C)ccc2C)c1
  -31.9, 23.5
OCCOCCNc1ncnc2sc(-c3ccccc3)cc12
  45.4, 16.8
O=C1Nc2c(c(=O)[nH]c(=O)n2-c2ccccc2F)C(C(F)(F)F)(C(F)(F)F)N1
  -22.4, 22.9
COc1cc2c(cc1OC)CN(C(=O)CC1CC3CCC1C3)CC2 (stereo not drawn)
  3.5, 37
CCOC(=O)c1ccccc1NC(=O)COC
  30.7, 11.7
COCC(C)n1c(SCc2ccc(C(=O)OC)o2)nc2ccccc2c1=O (stereo not drawn)
  -24.6, 54
C#CC(CO)N(CCN(Cc1ccccc1)C(C#C)CO)Cc1ccccc1 (stereo not drawn)
  -1.7, 38.7
CCOC(=O)c1cnc2ccc(C)cc2c1Sc1ccccc1
  -10.3, 42.4
CCn1c(Cc2ccccc2)nnc1SCC(=O)Nc1ccccc1N1CCOCC1
  -31.3, 25.2
COCCCNC(=O)CC(NS(=O)(=O)c1ccc(OC)cc1)c1ccc(OC)cc1 (stereo not drawn)
  -18.4, 40.3

Screening results (PubChem BioAssay)
